IMPase Li cell: cell-permeable IMPase inhibitors with lithium potentiation; CHO-M1 cells, IP1 TR-FRET (IP-One), carbachol + lithium; Potency, µM (series often up to 59.4 µM), for inactives: at the top dose activity, negative = IMPase inhibition, actives largely listed as inhibitors; actives 0.35% (n = 210,000); AID 1457;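 note: IP1 builds up when IMPase is blocked and the TR-FRET signal falls; potency is the fitted concentration of half-maximal effect; plate controls were basal vehicle for no effect and high inhibitor control for full effect; nearly all actives have a fitted effect of over 50% in size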
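Concentration–response in CHO-M1 cells, lithium-potentiated; 30 min at 37C. IP1 detected by competitive TR-FRET after 10 min lysis at RT. Hill-fitted AC50.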
CBFb-RUNX1 inh: inhibitors of human CBF-beta and RUNX1 interaction; Q01196+Q13951; AlphaScreen CBFb-His/RUNX1-biotin binding, biochemical; Potency, µM (titrated, usually from 59.8 µM), inactives show top-dose activity, negative = inhibition, hits mostly inhibitors; 230,000 tested, under 10 active; AID 1477; note: % of control where 0% means no effect
Target sequence (Q01196 whole entry, looked up): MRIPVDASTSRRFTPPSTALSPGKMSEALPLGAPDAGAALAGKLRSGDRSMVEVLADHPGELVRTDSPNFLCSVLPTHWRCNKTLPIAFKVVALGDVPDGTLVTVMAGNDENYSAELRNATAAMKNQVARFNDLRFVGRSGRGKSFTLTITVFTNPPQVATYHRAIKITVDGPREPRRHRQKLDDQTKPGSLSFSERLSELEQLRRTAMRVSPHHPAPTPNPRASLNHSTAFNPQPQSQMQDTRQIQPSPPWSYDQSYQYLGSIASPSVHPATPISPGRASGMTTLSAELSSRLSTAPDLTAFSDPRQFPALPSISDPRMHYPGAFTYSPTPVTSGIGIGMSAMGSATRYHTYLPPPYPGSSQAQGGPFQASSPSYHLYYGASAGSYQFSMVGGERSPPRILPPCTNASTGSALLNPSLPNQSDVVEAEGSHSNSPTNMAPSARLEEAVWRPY
Target sequence (Q13951 whole entry, looked up): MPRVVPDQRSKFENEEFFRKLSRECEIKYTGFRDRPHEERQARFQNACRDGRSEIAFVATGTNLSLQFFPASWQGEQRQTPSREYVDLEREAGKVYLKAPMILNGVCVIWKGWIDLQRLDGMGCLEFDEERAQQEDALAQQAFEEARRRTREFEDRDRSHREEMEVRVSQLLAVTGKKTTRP
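Inhibition was taken as any reduction in AlphaScreen signal from the CBF-beta–RUNX1 pair (His and biotin tags, 30 nM each), measured after compound (15 min) and bead (90 min) incubations at room temperature.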
Epigenetic derep: regulators of epigenetic silencing causing reporter derepression in mouse cells; actives 0.2% (n = 280,000); murine LDR cells, GFP reporter derepression, 30 h; Potency, µM (highest dose often 53.9 µM), inactives show top-dose GFP activation, hits mostly activators; note: potency is the fitted concentration of half-maximal effect; % of control where 0% means no effect; nearly all actives have a fitted effect of over 60% in size
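GFP-positive cell count by laser-scanning cytometry (objects 20–120 um) after 30 h, 37 C compound exposure of murine LDR cells; reporter is CMV-GFP integrated at a silenced locus, inducible by HDAC or DNMT inhibitors.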
GLA spleen mod: alpha-galactosidase A (human) modulation; P06280; Potency, µM (highest dose often 80 µM), for the others: at the highest dose activity change, negative = inhibition, most hits filed as inhibitors; human spleen homogenate, 4MU-alpha-Gal fluorescence, 40 min; actives 0.008% (n = 240,000);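 note: potency is the fitted concentration of half-maximal effect; 0% = enzyme with vehicle and -100% = no enzyme basal signal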
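Spleen homogenate 1 ug + cpd (titration) + 4-MU-alpha-D-galactopyranoside 1 mM; 37C 40 min; 50 mM citrate/phosphate pH 5.0, 0.01% Tween-20; stop pH 10; fluorescence 365/440; AC50 via Hill.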
NPSR antagonist: neuropeptide S receptor (human) antagonism, cAMP; Q6W5P4; CHO-NPSR cells, cAMP TR-FRET, antagonist mode; Potency, µM (titrated, usually from 38.3 µM), for the others: top-dose activity change, negative = inhibition, actives largely listed as inhibitors; actives 1% (n = 220,000); AID 1461; note: potency is the fitted concentration of half-maximal effect; % is set by controls: 0 for no effect and ±100 for the full control effect; nearly all actives have a fitted effect of over 50% in size; many of its hits are not listed in these tables
Target sequence (Q6W5P4 whole entry, looked up): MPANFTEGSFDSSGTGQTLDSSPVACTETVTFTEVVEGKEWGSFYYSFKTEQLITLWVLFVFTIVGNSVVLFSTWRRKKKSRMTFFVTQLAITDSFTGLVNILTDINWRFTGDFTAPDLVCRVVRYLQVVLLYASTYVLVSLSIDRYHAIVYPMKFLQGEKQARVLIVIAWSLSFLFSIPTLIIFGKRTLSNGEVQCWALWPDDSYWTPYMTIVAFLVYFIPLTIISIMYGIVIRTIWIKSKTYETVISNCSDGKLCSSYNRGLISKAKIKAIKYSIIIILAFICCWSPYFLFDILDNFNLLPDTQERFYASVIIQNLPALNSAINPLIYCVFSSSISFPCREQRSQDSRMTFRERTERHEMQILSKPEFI
LMNA splice mod: modulators of lamin A splicing; HeLa LMNA splicing GFP/RFP minigene ratio, 48 h; Potency, µM (highest dose often 46.1 µM), for the others: at the highest dose ratio change, negative = inhibition, actives largely listed as inhibitors; actives 0.01% (n = 200,000); AID 1487; active = well fitted inhibition curve with a large enough effect in the signal ratio, with a control signal flat, not every such curve was filed as active; inconclusive = small, poorly fitted or top-dose-only effect, or effect the other way, or a change in a side signal; the % refers to the signal ratio; note: potency is the fitted concentration of half-maximal effect; % is set by controls: 0 for no effect and ±100 for the full control effect
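S3 HeLa stable clones carrying a lamin A-EGFP splicing minigene plus DsRed2 were seeded at 600 cells/well in Opti-MEM with 2% FBS, pin-dosed and incubated 48 h at 37°C. Acumen cytometry (488 nm) gave the GFP/RFP total-intensity ratio.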
Luc counter: counter-screen: inhibitors of Kinase-Glo firefly luciferase. actives 0.28% (n = 200,000). Kinase-Glo luciferase, ATP luminescence, 8 min. Q27757. AID 1379. Potency, µM (doses to about 38.3 µM), without a hit: at the highest dose activity change, negative = inhibition, most hits filed as inhibitors; note: potency is the fitted concentration of half-maximal effect; % is set by controls: 0 for no effect and ±100 for the full control effect; nearly all actives have a fitted effect of over 60% in size
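Recombinant Kinase-Glo luciferase, 10 uM ATP (linear range), luciferin; imidazole pH 7.2 / KCl / MgCl2 / Tween / BSA buffer; 8 min RT; luminescence.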
An asterisk follows results filed as active; ? = inconclusive; . = no result given; & = joins results of further samples; [ ] = another dose, or the depositor's remark. Unless noted, calls come from the whole dose curve; as a rule, active = well fitted curve in the direction sought with a large enough effect; inconclusive = small, poorly fitted or top-dose-only effect, or another doubt; inactive = no such curve, though single readings can be large; an effect the other way counts as inactive or inconclusive.

SMILES | IMPase Li cell | CBFb-RUNX1 inh | Epigenetic derep | GLA spleen mod | NPSR antagonist | LMNA splice mod | Luc counter
CCc1ccc(C2=CC(c3cc(Br)ccc3F)n3ncnc3N2)cc1 (stereo not given) | 7.0% | ? | -1.0% | 4.4% | 28.3%[46.1 µM] | ? | -0.2%
Cc1cccc(C)c1Nc1oc(-c2ccccc2)nc1-c1ccccc1F | 9.3% | -4.3% | -1.1% | -11.5% | . | . | -4.4%
CCOc1ccc(OCCSc2nc(-c3ccccc3)cc(=O)[nH]2)cc1 | -1.7% | -3.6% | -0.4% | -1.8% | 0.6% | -14.8%[46 µM] | -2.3%
COc1ccc(NC(=O)CN2c3cccc4cccc(c34)S2(=O)=O)c(OC)c1 | 17.7%[38.3 µM] | -6.9% | -1.0% | -3.5% | -23.8%[46.1 µM] | ? | 18.4%
S=c1[nH]nc(Cn2nnc3ccccc32)n1-c1ccc(Cl)cc1 | 7.6% | 4.5% | -1.0% | 1.6% | -12.6% | -2.1%[46 µM] | -1.5%
COc1ccc(N(C(=O)c2ccco2)C(C(=O)NC2CCCC2)c2cccs2)cc1OC (stereo not given) | 13.9% | 4.2% | -1.2% | -12.2% | -16.3%[46.1 µM] | -4.5% | -0.1%
CCCc1noc2c1/C(=N\O)CC(CC(C)SCC)C2 (stereo not given) | 12.0% | 1.8% | -0.9% | 8.5% | -19.6%[46.1 µM] | ? | 0.9%
O=C(CCn1c(=O)oc2ccccc21)Nc1ccc2c(c1)OCCO2 | . | -2.6% | -1.1% | 1.7% | 0.9% | . | .
O=C(NCc1cccs1)Nc1cccs1 | 8.5%[38.3 µM] | ? | 5.6% | 2.1% | 8.2%[46.1 µM] | 9.0% | -6.5%
Cc1ccc(NC(=O)/C=C/C(=O)O)c([N+](=O)[O-])c1 | -0.4% | -0.4% | -1.0% | 0.3% | 23.3% | -3.3% | 3.2%

Part of the list above in order of formula weight, falling:
SMILES | IMPase Li cell | CBFb-RUNX1 inh | Epigenetic derep | GLA spleen mod | NPSR antagonist | LMNA splice mod | Luc counter
CCCc1noc2c1/C(=N\O)CC(CC(C)SCC)C2 (stereo not given) | 12.0% | 1.8% | -0.9% | 8.5% | -19.6%[46.1 µM] | ? | 0.9%
Cc1ccc(NC(=O)/C=C/C(=O)O)c([N+](=O)[O-])c1 | -0.4% | -0.4% | -1.0% | 0.3% | 23.3% | -3.3% | 3.2%
O=C(NCc1cccs1)Nc1cccs1 | 8.5%[38.3 µM] | ? | 5.6% | 2.1% | 8.2%[46.1 µM] | 9.0% | -6.5%

Following part.
SMILES | IMPase Li cell | CBFb-RUNX1 inh | Epigenetic derep | GLA spleen mod | NPSR antagonist | LMNA splice mod | Luc counter
O=C(Oc1ccccc1)Oc1ccc2c(c1)oc(=O)c1ccccc12 | 10µM* | 7.2% | -1.2% | 8.0% | ? | 5.0% | -5.8%
COc1ccccc1CNc1ncnc2ccc(-c3c(C)noc3C)cc12 | 4.8% | . | 2.8% | -2.3% | . | ? | -5.3%
CC(=O)NCC1CCCN(Cc2cn(-c3ccccc3)nc2-c2ccc3c(c2)OCO3)C1 (stereo not given) | 5.4% | 3.9% | 0.0% | 0.8% | -1.3% | ? | -1.5%
COc1ccc([C@@H]2Sc3cc(OC)ccc3N(CCN(C(C)C)C(C)C)C(=O)[C@H]2OC(C)=O)cc1 | 1.5% | -1.6% | -1.0% | -7.6% | -2.0%[46.1 µM] | -3.3% | 0.8%
Cc1cccc(Nc2nccc(N(C)C)c2C#N)c1 | 3.4% | 10.7% | 2.3% | 5.1% | -13.3% | . | .
O=C(NNC(=O)c1cccs1)c1ccccc1 | 1.0% | -3.1% | 2.6% | 5.4% | 15.3% | 4.8%[46 µM] | -5.4%
CCCSC1=C(C#N)C(c2ccc(O)c(OC)c2)CC(=O)N1 (stereo not given) | 3.9%[38.3 µM] | 3.6% | 1.0% | 8.8% | 2.4%[46.1 µM] | -10.5% | -0.5%
O=C(COC(=O)C1CC2C=CC1C2)NCCc1ccccc1 (stereo not given) | -2.0% | 7.4% | -1.2% | -1.4% | -3.9% | . | 1.0%
CCOC(=O)C(=CNc1ccc(C#N)cc1)C(=O)OCC | 1.9% | 4.4% | -4.6% | -9.2% | 0.9% | -8.9%[46 µM] | -3.1%
COc1ccc(C(=O)C2CCCN(C(=O)CCc3ccccn3)C2)c(C)c1 (stereo not given) | 4.2% | 2.6% | 0.1% | 1.7% | -11.7% | . | 3.8%
CCn1c(SCc2nc(CC(=O)Nc3ccccc3OC)no2)nnc1-c1cccs1 | 4.1%[38.3 µM] | 1.0% | 1.0% | 3.6% | -12.2%[46.1 µM] | 11.7% | 1.3%
COc1ccc(CN2CC(C(=O)NCc3ccc4c(c3)OCO4)CC2=O)cc1 (stereo not given) | 15.8%[38.3 µM] | 2.2% | 0.8% | -9.4% | -11.2%[46.1 µM] | 6.8% | -3.5%
C/C(=N\NC(=S)NCc1ccccc1)c1ccc2c(c1)OCCO2 | 10.8% | -29.2% | -1.4% | -14.2% | -43.7% | 6.6%[46 µM] | 1.0%
CC(=O)c1cccc(N(CC(=O)Nc2cccnc2)S(C)(=O)=O)c1 | -4.6%[38.3 µM] | 0.3% | -0.8% | 6.7% | -0.4%[46.1 µM] | -1.6% | 0.1%
Cc1nc(C)c(C(=O)Nc2ccccc2)s1 | 10.7%[38.3 µM] | 0.4% | -4.2% | 1.7% | 3.1%[46.1 µM] | 5.2% | -6.5%
CCn1[nH]c(=O)c(=Nc2c(C)n(C)n(-c3ccccc3)c2=O)cc1-c1ccc(Cl)cc1 | 11.6%[38.3 µM] | 6.7% | 0.3% | 4.8% | ? | 12.3% | -2.7%
O=C(Nc1ccc2nn(-c3ccccc3)nc2c1)c1ccc(Br)o1 | 22.2%[38.3 µM] | -3.8% | 9.1% | 5.0% | -18.0%[46.1 µM] | 20.2% | -2.5%
CCOC(=O)c1c(NC(=O)Cn2nnc(-c3ccc(Cl)cc3)n2)sc(C)c1C | 0.0%[38.3 µM] | 3.0% | -1.2% | 5.4% | 2.7%[46.1 µM] | 5.3% | -3.2%
Oc1ccc(/C=N/Nc2nc(-c3cccnc3)nc3ccccc23)c(O)c1 | . | -11.3% | -6.8% | -6.2% | 39.4% | . | .
Cc1occc1C(=O)Nc1nnc(-c2ccncc2)s1 | 19.1%[38.3 µM] | 1.5% | 0.0% | 3.3% | -16.4%[46.1 µM] | -13.9% | 1.9%

Entries of single compounds, looked up by structure:
Shown for `CCn1c(SCc2nc(CC(=O)Nc3ccccc3OC)no2)nnc1-c1cccs1` : IMPase Li cell = 4.1%[38.3 µM]; CBFb-RUNX1 inh = 1.0%; Epigenetic derep = 1.0%; GLA spleen mod = 3.6%; NPSR antagonist = -12.2%[46.1 µM]; LMNA splice mod = 11.7%; Luc counter = 1.3%
Shown for `Oc1ccc(/C=N/Nc2nc(-c3cccnc3)nc3ccccc23)c(O)c1` : IMPase Li cell = .; CBFb-RUNX1 inh = -11.3%; Epigenetic derep = -6.8%; GLA spleen mod = -6.2%; NPSR antagonist = 39.4%; LMNA splice mod = .; Luc counter = .

Next results follow:
SMILES | IMPase Li cell | CBFb-RUNX1 inh | Epigenetic derep | GLA spleen mod | NPSR antagonist | LMNA splice mod | Luc counter
COCCCNC(=O)CCC(=O)NNc1nc2ccccc2c2nc(C)nn12 | -2.9% | 5.4% | -2.6%&-1.1% | 3.1% | 17.3% | . | 2.1%
CCNS(=O)(=O)c1ccc(NC(=O)Cn2nc(C(F)(F)F)cc2C)cc1 | 4.1%[38.3 µM] | 1.8% | 0.4% | 2.5% | -11.5%[46.1 µM] | -1.9% | 0.3%
Cc1ccc(Nc2nnc(C)c(=O)[nH]2)cc1 | -12.8% | -0.1% | -1.4% | 4.7% | 1.1% | ? | 0.0%
CCOC(=O)c1sc(NC(=O)CSc2nnnn2-c2ccc(C)c(C)c2)nc1C | -13.2%[38.3 µM] | 1.2% | -1.0% | 3.6% | -13.5%[46.1 µM] | 10.9% | -2.1%
CSC1=N/C(=C\c2ccc(C)s2)C(=O)S1 | 3.0% | -0.5% | -1.3% | 2.3% | 4.4% | -10.3% | -7.5%
CS(=O)(=O)c1ccc2nc(NC(=O)c3ccc(NS(=O)(=O)c4cccc([N+](=O)[O-])c4)cc3)sc2c1 | . | 21.4% | 0.0% | -11.7% | -32.8% | . | .
Cn1cc(SCC(N)=O)c2ccccc21 | 4.8%[38.3 µM] | 6.5% | -0.8% | -1.6% | -14.2%[46.1 µM] | -15.4% | -1.9%
COc1ccc2c3c(cccc13)C(=O)N(O)C2=O | -5.8% | -0.2% | 0.0% | 2.9% | -3.6% | ? | 3.2%
CCOC(=O)CC(NC(=O)Cc1ccccc1)c1ccccc1Cl (stereo not given) | 7.1% | 2.2% | 1.9% | 2.2% | 8.9% | -6.6% | -2.1%
O=C(C1CCN(C2CCN(Cc3ccc4cc(F)ccc4n3)CC2)CC1)N1CCCC1 | 11.9% | -3.9% | 0.0% | -5.7% | 28.0% | ? | -0.9%
CC(C)C(OC(=O)C1CCCO1)C(=O)NC1CCCC1 (stereo not given) | -8.7%[38.3 µM] | 8.8% | 0.7% | -3.6% | ? | 11.5% | -3.6%
CCOC(=O)Nc1nnc(-c2ccc(OC)c(OC)c2)s1 | -5.7%[38.3 µM] | 1.5% | 1.9% | 2.8% | 6.5%[46.1 µM] | -14.8% | -3.1%
CC(=O)NS(=O)(=O)c1ccc(NC(=O)/C=C/c2ccccc2Cl)cc1 | -5.7%[38.3 µM] | -1.4% | 0.0% | -1.0% | -0.9%[46.1 µM] | ? | 0.8%
COc1ccc([N+](=O)[O-])cc1/C=N/NC(=O)Cc1ccccc1 | -1.5% | 4.4% | 6.0% | 2.5% | -8.0% | . | -4.5%
Cc1ccc(-n2ncc3c(=O)n(Cc4cccnc4)cnc32)cc1 | -2.0%[38.3 µM] | 6.9% | -2.5% | 1.3% | -8.6%[46.1 µM] | ? | 11.8%
CCOc1ccc(-n2cnnn2)cc1S(=O)(=O)NC1CC1 | -2.1%[38.3 µM] | 1.2% | 2.4% | -6.5% | -5.2%[46.1 µM] | 3.0% | 2.6%
C=CCOc1ccccc1/C=C/C(=O)O | -0.4%[38.3 µM] | 9.1% | 0.8% | -10.9% | 1.7%[46.1 µM] | 4.7% | -2.6%
COc1cc2nc(CCc3ccccc3)oc(=O)c2cc1OC | 0.6% | 7.0% | -0.5% | 0.8% | -2.2% | -7.8%[46 µM] | 0.7%
O=C(CC(O)(C(F)(F)F)C(F)(F)F)Nc1ccc(Cl)c(Cl)c1 | 8.1%[38.3 µM] | 4.0% | -0.7% | 8.7% | 6.31µM* | ? | -6.1%

The list is partial, so the mix of outcomes need not match the whole.
